Assay outcomes deposited in PubChem by several laboratories.
KCNK9 block – KCNK9 potassium channel inhibitors, primary screen, HEK293 cells, thallium flux; Potassium channel subfamily K member 9 (Homo sapiens), Q9NPC2; FluxOR thallium flux fluorescence; stronger effect = lower value; B-score at 10 µM; 310,000 tested, 1.2% active; AID 488922, 2010;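 active = ratio B-score over 3 SD below the library mean, with starting fluorescence within 5 SD of its mean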;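 also: negative B-score means less thallium flux so channel inhibition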
KCNK3 block – human KCNK3 channel inhibitors, primary screen, CHO cells, FluxOR thallium flux, B-score | FluxOR fluorescence; stronger effect = lower value | B-score at 10 µM | 340,000 tested, 0.84% active;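 active = B-score under library mean minus 4 SD, starting fluorescence ratio at most library mean plus 5 SD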;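 also: more negative B-score means stronger inhibition of thallium flux through KCNK3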
RGS4 pot – RGS4 potentiators or activators, primary screen, cell-based, HEK293 M3R inducible RGS4, calcium flux | B-score at 10 µM | carbachol calcium flux Fluo4; stronger effect = lower value | 310,000 tested, 0.92% active;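 active = B-score of the integrated calcium signal more than 4 SD below the library mean, with starting fluorescence not abnormally high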;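 also: negative B-score means reduced calcium response which marks RGS4 activation or potentiation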
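Assay system: HEK293 FlpIn-TREx cells, stable M3R, doxycycline-inducible RGS4 / Probe or stimulus: carbachol, ECmax concentration / Times: overnight RGS4 induction, 30 min dye load 37 °C, 20 min compound RT / Signal: kinetic calcium fluorescence imaging with Fluo4-AM dye, 2 µM / Measure: Agonist-evoked peak-minus-minimum fluorescence over baseline, integrated ratio, B score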
KCNQ1 inh – inhibitors of human KCNQ1 channel, primary screen, cell-based, thallium flux, high-throughput; AID 2642, 2010; 310,000 tested, 1.3% active; B-score at 10 µM; CHO-K1 KCNQ1, FluxOR thallium flux fluorescence; stronger effect = higher value;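 active = compounds whose thallium flux B-score, printed positive for inhibition, exceeds three library SD while starting fluorescence stays within three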;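 also: channel opened by potassium depolarization with thallium stimulus after 20 min compound exposure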
Target sequence (P51787 whole entry, looked up): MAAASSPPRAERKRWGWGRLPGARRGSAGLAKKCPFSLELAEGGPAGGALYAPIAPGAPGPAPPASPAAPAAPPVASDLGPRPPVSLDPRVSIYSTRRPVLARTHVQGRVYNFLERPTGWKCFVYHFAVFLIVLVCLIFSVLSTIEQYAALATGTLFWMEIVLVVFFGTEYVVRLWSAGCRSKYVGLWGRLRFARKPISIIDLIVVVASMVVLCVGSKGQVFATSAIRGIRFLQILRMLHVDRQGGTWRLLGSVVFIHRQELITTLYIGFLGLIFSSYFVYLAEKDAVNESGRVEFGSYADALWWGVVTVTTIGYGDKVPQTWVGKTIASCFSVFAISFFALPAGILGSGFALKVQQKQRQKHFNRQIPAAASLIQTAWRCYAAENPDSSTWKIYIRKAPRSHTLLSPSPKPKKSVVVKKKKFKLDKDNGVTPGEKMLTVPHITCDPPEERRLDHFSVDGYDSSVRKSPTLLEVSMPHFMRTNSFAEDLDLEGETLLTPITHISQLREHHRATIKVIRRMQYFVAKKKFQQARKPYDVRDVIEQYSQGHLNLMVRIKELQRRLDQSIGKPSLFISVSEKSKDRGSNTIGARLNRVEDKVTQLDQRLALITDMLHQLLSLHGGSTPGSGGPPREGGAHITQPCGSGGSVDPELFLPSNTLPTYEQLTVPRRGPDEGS
RGS4 block – RGS4 inhibitors, primary screen, cell-based, HEK293 M3R inducible RGS4, calcium flux. Fluo-4 calcium flux; stronger effect = higher value; triggered by carbachol at its EC20. B-score at 10 µM. 310,000 tested, 0.45% active. AID 463165, 2010;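 active = B-score, a plate-corrected calcium signal, over three deviations above library mean, with baseline fluorescence within five deviations of library mean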;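 also: RGS4 expression induced by doxycycline in cells with stable M3 receptor; B-score is computed from the integrated fluorescence ratio over baseline after carbachol; higher B-score means a larger calcium signal and so more RGS4 inhibition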
Target sequence (P49798 whole entry, looked up): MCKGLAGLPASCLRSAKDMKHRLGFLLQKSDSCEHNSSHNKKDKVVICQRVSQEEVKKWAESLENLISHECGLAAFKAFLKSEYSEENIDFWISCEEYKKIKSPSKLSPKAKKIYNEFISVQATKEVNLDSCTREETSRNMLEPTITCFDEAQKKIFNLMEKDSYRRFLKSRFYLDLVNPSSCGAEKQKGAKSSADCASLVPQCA
HDAC3 inhib – HDAC3 deacetylase inhibitors, primary screen, biochemical, fluorescence, cell-free homogeneous. recombinant HDAC3, fluorogenic peptide/trypsin coupled. 320,000 tested, 0.15% active. inhibition, % at 8.3 µM; in the data active = inhibition above about 26%, passing the limit was not always enough
KCNQ1 act – potentiators or activators of KCNQ1 channel, primary screen, cell-based, thallium flux, high-throughput | AID 2648, 2010 | 310,000 tested, 0.35% active | CHO-K1 KCNQ1, thallium flux FluxOR fluorescence; stronger effect = higher value | B-score at 10 µM;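 active = fluorescence ratio B-score, a plate-corrected score, at least three library SD, with initial intensity B-score within 5 SD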
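assay system = KCNQ1-transfected CHO-K1 cells | medium = assay buffer with matched DMSO | probe or stimulus = depolarizing K+/Tl+ stimulus, K2SO4 and Tl2SO4 each 12.5 mM in 5x stock | dosing = single dose | incubation = dye 90 min, compound 20 min, room temperature | detection = kinetic FluxOR fluorescence, 10 s baseline plus 110 s post-stimulus | evaluation = ratio B score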
hERG protect – hERG rescue from dofetilide block, primary screen, cell-based, CHO-hERG, FluxOR thallium flux, dofetilide IC70; dofetilide IC70 present; activation (rescue from dofetilide block), less the hit threshold, % at 10 µM; 310,000 tested, 0.51% active; AID 1511, 2009;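 active = activation above the mean of controls blocked by dofetilide plus 5 SD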;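 also: thallium influx through hERG after potassium depolarization seen as dye fluorescence rise; in these data hits start at about 4.7%; inactives centre near -7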
ANO1 block – TMEM16A chloride channel inhibitors, primary screen, cell-based, HTS. normalized B-score (activity score, 25-100; higher = stronger inhibition) at 10 µM. Anoctamin-1 (Mus musculus), Q8BHY3. HEK293 TMEM16A/YFP iodide influx fluorescence, ionomycin. 310,000 tested, 1.2% active. AID 588511, 2011;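 active = ratio plate-corrected score three or more library SD toward inhibition, starting fluorescence score within five deviations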;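 also: score derived from kinetic fluorescence span divided by baseline fluorescence per well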
SKKanGAS inh – S. pyogenes SKKanGAS growth inhibitors in kanamycin, primary screen, streptokinase expression inhibitor project, SKKanGAS strain, BacTiter-Glo luminescence | 300,000 tested, 1.3% active | inhibition, % at 7.5 µM | AID 1662, 2009 | 6 h;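 active = mean replicate score, as percent of positive control median, at least 50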;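 also: strain carries kanamycin resistance gene driven by streptokinase promoter and grows in 40 µg/ml kanamycin; loss of luminescence reflects streptokinase promoter inhibition or plain growth inhibition; 0% = median of DMSO wells and 100% = positive control at its reference dose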
TMEM16A act – TMEM16A chloride channel activators or potentiators, primary screen, cell-based, HTS. Anoctamin-1 (Mus musculus), Q8BHY3. HEK293 TMEM16A/YFP-H148Q/I152L, iodide quench fluorescence; stronger effect = lower value. B-score at 10 µM. 340,000 tested, 0.3% active;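 active = fluorescence-ratio B-score plate-corrected deviation score at least 3 library SD below zero, with starting fluorescence score within 5 deviations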;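 also: channel opened by trigger with iodide after compound preincubation; score built on the fluorescence ratio of max minus min over baseline; more negative score means more quench and so TMEM16A activation or potentiation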
Active calls of the source: *. Not a hit list. Share with any hit: about 6.3%.

Results for O=C(CCc1ccccc1)NC(NC(=S)Nc1ccc(Cl)cc1)C(Cl)(Cl)Cl (stereo not given) ?
KCNK9 block: inactive; KCNK3 block: inactive; RGS4 pot: inactive; KCNQ1 inh: inactive; RGS4 block: inactive; HDAC3 inhib: -8; KCNQ1 act: inactive; hERG protect: -17; ANO1 block: inactive; SKKanGAS inh: 22; TMEM16A act: inactive

How did O=C(Cn1cnc2c(cnn2-c2ccccc2Cl)c1=O)N1CCc2ccccc21 do in these assays?
KCNK9 block: inactive; KCNK3 block: inactive; RGS4 pot: inactive; KCNQ1 inh: inactive; RGS4 block: inactive; HDAC3 inhib: 4; KCNQ1 act: inactive; hERG protect: -8; ANO1 block: inactive; SKKanGAS inh: -8; TMEM16A act: inactive

How did Clc1ccc(-c2ccc(CN3CCCCC3)o2)cc1 do in these assays?
KCNK9 block: inactive; KCNK3 block: inactive; RGS4 pot: inactive; KCNQ1 inh: inactive; RGS4 block: inactive; HDAC3 inhib: -6; KCNQ1 act: inactive; hERG protect: -8; ANO1 block: inactive; SKKanGAS inh: -3; TMEM16A act: inactive

Results for COc1ccc(NC(=O)NC23CC4(C)CC(C)(CC(C)(C4)C2)C3)cc1 ?
KCNK9 block: inactive; KCNK3 block: inactive; RGS4 pot: inactive; KCNQ1 inh: inactive; RGS4 block: inactive; HDAC3 inhib: -1; KCNQ1 act: inactive; hERG protect: -13; ANO1 block: inactive; SKKanGAS inh: -6; TMEM16A act: inactive

Results for Cc1cc(OC(=O)c2ccc(C)c(C)c2)c([N+](=O)[O-])c(=O)[nH]1 ?
KCNK9 block: inactive; KCNK3 block: inactive; RGS4 pot: inactive; KCNQ1 inh: inactive; RGS4 block: inactive; HDAC3 inhib: 9; KCNQ1 act: inactive; hERG protect: -9; ANO1 block: inactive; SKKanGAS inh: 3; TMEM16A act: inactive

How did O=S(=O)(Nc1cccc(C(F)(F)F)c1)c1cccnc1 do in these assays?
KCNK9 block: inactive; KCNK3 block: inactive; RGS4 pot: inactive; KCNQ1 inh: inactive; RGS4 block: inactive; KCNQ1 act: inactive; hERG protect: -2; ANO1 block: inactive; SKKanGAS inh: 3; TMEM16A act: inactive

What do the screens show for `NS(=O)(=O)c1cccc(NS(=O)(=O)c2ccc(/C=C/C(=O)OCC(=O)c3ccccc3)cc2)c1`?
KCNK9 block: inactive; KCNK3 block: inactive; RGS4 pot: inactive; KCNQ1 inh: inactive; RGS4 block: inactive; HDAC3 inhib: 2; KCNQ1 act: inactive; hERG protect: -3; ANO1 block: inactive; SKKanGAS inh: 16; TMEM16A act: inactive

Results for Cc1ccc(C(=O)N/C(=C/c2ccco2)C(=O)O)cc1 ?
KCNK9 block: inactive; KCNK3 block: inactive; RGS4 pot: inactive; KCNQ1 inh: inactive; RGS4 block: inactive; HDAC3 inhib: 3; KCNQ1 act: inactive; hERG protect: -4; ANO1 block: inactive; SKKanGAS inh: -2; TMEM16A act: inactive

How did COc1ccccc1NC(=O)N1CCN(c2ccc(F)cc2)CC1 do in these assays?
KCNK9 block: inactive; KCNK3 block: inactive; RGS4 pot: inactive; KCNQ1 inh: inactive; RGS4 block: inactive; HDAC3 inhib: 4; KCNQ1 act: inactive; hERG protect: -4; ANO1 block: inactive; SKKanGAS inh: -2; TMEM16A act: inactive

How did CCO[C@@H]1OC(C(=O)NC2CC2)=C[C@H](C)[C@H]1CCCO do in these assays?
KCNK9 block: inactive; KCNK3 block: inactive; RGS4 pot: inactive; KCNQ1 inh: inactive; RGS4 block: inactive; HDAC3 inhib: -8; KCNQ1 act: inactive; hERG protect: -6; ANO1 block: inactive; SKKanGAS inh: 1; TMEM16A act: inactive

What do the screens show for `CN1C(=O)C(C)(C)c2cc(S(=O)(=O)NCc3ccc(Cl)cc3)ccc21`?
KCNK9 block: inactive; KCNK3 block: inactive; RGS4 pot: inactive; KCNQ1 inh: inactive; RGS4 block: inactive; HDAC3 inhib: -5; KCNQ1 act: inactive; hERG protect: -3; ANO1 block: inactive; SKKanGAS inh: -6; TMEM16A act: inactive

What do the screens show for `Cc1csc(NC(=O)C2CCCN2C(=O)OCC(C)C)n1` (stereo not given)?
KCNK9 block: inactive; KCNK3 block: inactive; RGS4 pot: inactive; KCNQ1 inh: inactive; RGS4 block: inactive; HDAC3 inhib: 0; KCNQ1 act: inactive; hERG protect: -6; ANO1 block: inactive; SKKanGAS inh: -4; TMEM16A act: inactive

Reprinted from the listing for reference:
Results for O=C(CCc1ccccc1)NC(NC(=S)Nc1ccc(Cl)cc1)C(Cl)(Cl)Cl (stereo not given) ?
KCNK9 block: inactive; KCNK3 block: inactive; RGS4 pot: inactive; KCNQ1 inh: inactive; RGS4 block: inactive; HDAC3 inhib: -8; KCNQ1 act: inactive; hERG protect: -17; ANO1 block: inactive; SKKanGAS inh: 22; TMEM16A act: inactive

How did O=C(Cn1cnc2c(cnn2-c2ccccc2Cl)c1=O)N1CCc2ccccc21 do in these assays?
KCNK9 block: inactive; KCNK3 block: inactive; RGS4 pot: inactive; KCNQ1 inh: inactive; RGS4 block: inactive; HDAC3 inhib: 4; KCNQ1 act: inactive; hERG protect: -8; ANO1 block: inactive; SKKanGAS inh: -8; TMEM16A act: inactive

Carrying on.
How did Cn1c(Cn2cnc3ccccc32)nnc1SCC(=O)CC(=O)Nc1ccccc1 do in these assays?
KCNK9 block: inactive; KCNK3 block: inactive; RGS4 pot: inactive; KCNQ1 inh: inactive; RGS4 block: inactive; HDAC3 inhib: 4; KCNQ1 act: inactive; hERG protect: -2; ANO1 block: inactive; SKKanGAS inh: 17; TMEM16A act: inactive

What do the screens show for `CC(Cc1ccccc1)(NC(=O)CN)c1ccccc1` (stereo not given)?
KCNK9 block: inactive; RGS4 pot: inactive; KCNQ1 inh: inactive; RGS4 block: inactive; HDAC3 inhib: 3; KCNQ1 act: inactive; hERG protect: -7; ANO1 block: inactive; SKKanGAS inh: -2

What do the screens show for `Cc1cccc(N2CCN(C(=O)C3CCN(S(=O)(=O)c4cccnc4)CC3)CC2)c1C`?
KCNK9 block: inactive; KCNK3 block: inactive; RGS4 pot: inactive; KCNQ1 inh: inactive; RGS4 block: inactive; HDAC3 inhib: 1; KCNQ1 act: inactive; hERG protect: -4; ANO1 block: inactive; SKKanGAS inh: -1; TMEM16A act: inactive

What do the screens show for `Nc1c(C(=O)Nc2ccccc2)sc2nc3c(c(-c4ccco4)c12)CCC3`?
KCNK9 block: inactive; KCNK3 block: inactive; RGS4 pot: inactive; KCNQ1 inh: inactive; RGS4 block: inactive; HDAC3 inhib: 3; KCNQ1 act: inactive; hERG protect: -7; ANO1 block: inactive; SKKanGAS inh: 1; TMEM16A act: inactive

How did COc1ccc(NC(C)=O)cc1NC(=O)CSc1nc2ncccc2[nH]1 do in these assays?
KCNK9 block: inactive; KCNK3 block: inactive; RGS4 pot: inactive; KCNQ1 inh: inactive; RGS4 block: inactive; HDAC3 inhib: -5; KCNQ1 act: inactive; hERG protect: -7; ANO1 block: inactive; SKKanGAS inh: -4; TMEM16A act: inactive

Results for CCOC(=O)C1(CCOC)CCN(C(=O)c2ccccc2-c2cccc(C)c2)CC1 ?
KCNK9 block: inactive; KCNK3 block: inactive; RGS4 pot: inactive; KCNQ1 inh: inactive; RGS4 block: inactive; HDAC3 inhib: 9; KCNQ1 act: inactive; hERG protect: -8; ANO1 block: inactive; SKKanGAS inh: -1; TMEM16A act: inactive

How did Cc1cc(Br)ccc1NS(=O)(=O)c1c(C)[nH]c(=O)[nH]c1=O do in these assays?
KCNK9 block: inactive; KCNK3 block: inactive; RGS4 pot: inactive; KCNQ1 inh: inactive; RGS4 block: inactive; KCNQ1 act: inactive; hERG protect: 1; ANO1 block: inactive; SKKanGAS inh: -1; TMEM16A act: inactive

Results for O=C(COc1ccccc1)NCc1ccc(-n2cccc2)cc1 ?
KCNK9 block: inactive; KCNK3 block: inactive; RGS4 pot: inactive; KCNQ1 inh: inactive; RGS4 block: inactive; HDAC3 inhib: -11; KCNQ1 act: inactive; hERG protect: -8; ANO1 block: inactive; SKKanGAS inh: -2; TMEM16A act: inactive

What do the screens show for `O=C(c1ccccc1)N1CCN(c2ccccc2F)CC1`?
KCNK9 block: inactive; KCNK3 block: inactive; RGS4 pot: inactive; KCNQ1 inh: inactive; RGS4 block: inactive; KCNQ1 act: inactive; hERG protect: -8; ANO1 block: inactive; SKKanGAS inh: 1; TMEM16A act: inactive

How did COc1ccc(-c2ccc(=O)n(CC(=O)Nc3ccc(C(=O)NC4CC4)cc3)n2)cc1OC do in these assays?
KCNK9 block: inactive; KCNK3 block: inactive; RGS4 pot: inactive; KCNQ1 inh: inactive; RGS4 block: inactive; HDAC3 inhib: -3; KCNQ1 act: inactive; hERG protect: -6; ANO1 block: inactive; SKKanGAS inh: -4; TMEM16A act: inactive

Results for O=C(CNC(=O)c1cccs1)c1ccc([N+](=O)[O-])cc1 ?
KCNK9 block: inactive; KCNK3 block: inactive; RGS4 pot: inactive; KCNQ1 inh: inactive; RGS4 block: inactive; HDAC3 inhib: 9; KCNQ1 act: inactive; hERG protect: -5; ANO1 block: inactive; SKKanGAS inh: 5; TMEM16A act: inactive

How did O=S(=O)(Cc1cc(Cl)nc(-c2ccncc2)n1)c1ccccc1 do in these assays?
KCNK9 block: inactive; KCNK3 block: inactive; RGS4 pot: inactive; KCNQ1 inh: inactive; RGS4 block: inactive; HDAC3 inhib: 1; KCNQ1 act: inactive; hERG protect: -17; ANO1 block: inactive; SKKanGAS inh: -3; TMEM16A act: -4.7*

How did C/C(CC(=O)Nc1ccc(N(C)C)cc1)=N\NC(=O)c1ccccc1F do in these assays?
KCNK9 block: inactive; KCNK3 block: inactive; RGS4 pot: inactive; KCNQ1 inh: inactive; RGS4 block: inactive; HDAC3 inhib: 5; KCNQ1 act: inactive; hERG protect: -5; ANO1 block: inactive; SKKanGAS inh: -5; TMEM16A act: inactive
